# Screening data: PubChem BioAssay, several laboratories
# RGS4-Gao reg – modulators of RGS4 binding to Galphao, primary screen, biochemical, multiplexed bead flow cytometry; Guanine nucleotide-binding protein G(o) subunit alpha (Homo sapiens), P09471; actives lie on both sides; binding response (% of control), % at 10 µM; 0.33% of 220,000 active; AID 1415, 2008; in the data active means binding response below about 49% or above about 150%; inactive means in between;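 further: fluorescent Galphao activated with aluminum fluoride binding bead-coupled RGS4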
# Target sequence (P09471 whole entry, looked up): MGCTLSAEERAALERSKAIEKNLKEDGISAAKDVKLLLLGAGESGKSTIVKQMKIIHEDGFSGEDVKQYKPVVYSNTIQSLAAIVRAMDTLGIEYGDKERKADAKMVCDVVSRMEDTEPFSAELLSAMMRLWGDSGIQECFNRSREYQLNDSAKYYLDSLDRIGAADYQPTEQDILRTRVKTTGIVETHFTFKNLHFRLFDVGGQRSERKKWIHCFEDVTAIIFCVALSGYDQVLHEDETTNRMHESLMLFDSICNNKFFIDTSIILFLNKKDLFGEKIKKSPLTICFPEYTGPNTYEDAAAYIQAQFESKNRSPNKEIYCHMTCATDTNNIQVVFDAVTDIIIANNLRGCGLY
# Mcl-1 Bim block – inhibitors of Bim peptide binding to Mcl-1, primary screen, biochemical, bead-based flow cytometry, multiplex; inhibition, % at 10 µM; 0.1% of 190,000 active; Bim peptide-Mcl-1 binding; Induced myeloid leukemia cell differentiation protein Mcl-1 (Homo sapiens), Q07820;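 further: 0% = no compound tracer wells and 100% = peptide blocker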
# Target sequence (Q07820 whole entry, looked up): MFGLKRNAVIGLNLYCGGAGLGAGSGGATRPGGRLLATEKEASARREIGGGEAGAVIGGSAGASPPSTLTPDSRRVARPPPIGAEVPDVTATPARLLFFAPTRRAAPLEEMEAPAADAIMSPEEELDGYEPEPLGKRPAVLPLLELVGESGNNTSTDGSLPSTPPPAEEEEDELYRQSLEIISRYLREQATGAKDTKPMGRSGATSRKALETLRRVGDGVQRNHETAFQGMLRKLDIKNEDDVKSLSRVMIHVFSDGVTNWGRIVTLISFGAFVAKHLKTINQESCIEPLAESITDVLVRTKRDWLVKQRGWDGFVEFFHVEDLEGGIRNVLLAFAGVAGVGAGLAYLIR
# Bcl-W Bim block – inhibitors of Bim binding to Bcl-W, primary screen, biochemical, multiplexed, bead-based flow cytometry; Bim peptide-Bcl-W binding; inhibition, % at 10 µM; 0.02% of 190,000 active; AID 952, 2007;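 further: 0% = bound tracer without compound and 100% = peptide blocker; higher means less fluorescent Bim peptide bound to Bcl-W beads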
# Bcl-XL Bim block – inhibitors of Bim-Bcl-XL binding, primary screen, biochemical, multiplexed, bead flow cytometry, human Bcl-XL; Bcl-2-like protein 1 (Homo sapiens), Q07817; Bim peptide-Bcl-XL binding, fluorescence; inhibition, % at 10 µM; 0.04% of 190,000 active; AID 1007, 2008
# RGS8-Gao reg – RGS8-Galphao binding modulators, primary screen, biochemical, multiplexed bead flow cytometry | response (percent of control binding), % at 10 µM | actives lie on both sides | AID 1423, 2008 | 0.34% of 220,000 active | Guanine nucleotide-binding protein G(o) subunit alpha (Homo sapiens), P09471; in the data active means response below about 60% or above about 140%; inactive means in between;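 further: Galphao activated as the GDP aluminium fluoride complex binding bead-coupled RGS8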
# Bim-Bfl-1 – inhibitors of Bim binding to Bfl-1, primary screen, biochemical, multiplexed, bead-based flow cytometry | Bcl-2-related protein A1 (Homo sapiens), Q16548 | Bim-Bfl-1 binding inhibition | inhibition, % at 10 µM | 0.12% of 190,000 active | AID 1008, 2008;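 further: 0% = wells without compound plus tracer and 100% = blocker peptide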
# Bcl-B Bim block – inhibitors of Bim-Bcl-B binding, primary screen, biochemical, multiplexed, human Bcl-2 family. Bcl-2-like protein 10 (Homo sapiens), Q9HD36. bead-based flow cytometry, Bim peptide-Bcl-B binding. inhibition, % at 10 µM. 0.073% of 190,000 active. AID 951, 2007;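 further: 0% = tracer peptide without compound and 100% = reference inhibitor peptide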
# Target sequence (Q9HD36 whole entry, looked up): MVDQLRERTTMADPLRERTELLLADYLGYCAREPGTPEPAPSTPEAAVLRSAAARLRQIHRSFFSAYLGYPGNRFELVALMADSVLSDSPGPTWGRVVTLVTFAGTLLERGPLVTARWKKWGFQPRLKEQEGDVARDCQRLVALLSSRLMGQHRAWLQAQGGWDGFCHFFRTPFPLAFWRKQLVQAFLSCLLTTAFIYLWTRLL
# GSH fluor – compound fluorescence on glutathione beads, profiling panel, artefact control, biophysical, 488/530 nm, flow cytometry. fluorescence (KMESF) at 10 µM. AID 1776, 2009. 0.25% of 190,000 active. GSH beads flow cytometry, compound fluorescence 488/530 nm; hits give high values; in the data active means fluorescence above about 89;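 further: glutathione beads carrying GST-tagged Bcl family fusion proteins plus one bare bead set; values are compound well signal with DMSO vehicle wells as background; inactives centre near 16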
# Bim-Bcl-2 – inhibitors of Bim-Bcl-2 binding, primary screen, biochemical, multiplexed, human Bcl-2 family | Apoptosis regulator Bcl-2 (Homo sapiens), P10415 | Bead-based flow cytometry, Bim peptide-Bcl-2 binding | inhibition, % at 10 µM | 0.06% of 190,000 active | AID 950, 2007; in the data active means inhibition above about 40%; inconclusive means no clear call, values can overlap the other calls;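 further: 0% = no compound wells with probe peptide and 100% = reference peptide inhibitor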
# Mcl1-Bid inh – Mcl-1/Bid binding inhibitors, primary screen, biochemical, TR-FRET, 1536-well | TR-FRET Mcl-1/Bid-Dy647 peptide binding | inhibition, % at 21.7 µM | 0.97% of 220,000 active | AID 1021, 2008;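 active means compounds that cut the binding signal by more than half at the single screening dose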;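 further: His-tagged Mcl-1 with europium anti-His antibody binding Bid BH3 peptide; 0% = Mcl-1 plus peptide wells and 100% = peptide-only wells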
# RGS7-Gao reg – RGS7-Galphao binding modulators, primary screen, biochemical, multiplexed bead flow cytometry. Guanine nucleotide-binding protein G(o) subunit alpha (Homo sapiens), P09471. actives lie on both sides. binding response (% of control), % at 10 µM. 0.35% of 220,000 active. AID 1439, 2008; in the data active means binding response below about 49% or above about 150%; inconclusive means no clear call, values can overlap the other calls; inactive means in between;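 further: fluorescent Galphao held in activated GDP-AlF4 state binding bead-coupled RGS7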
# * marks the source's active call; other numbers are inactive results; ? = inconclusive. Unless noted, no stated cut-off is given here; in the data, active means inhibition above about 40%.
SMILES,RGS4-Gao reg,Mcl-1 Bim block,Bcl-W Bim block,Bcl-XL Bim block,RGS8-Gao reg,Bim-Bfl-1,Bcl-B Bim block,GSH fluor,Bim-Bcl-2,Mcl1-Bid inh,RGS7-Gao reg
O=c1c2ccc([N+](=O)[O-])cc2ncn1CCOc1cccc(Br)c1,100,2,3,2,100,-5,-3,11,-4,-11,?
COc1ccc(N(CC(=O)N2CCN(c3ccccc3)CC2)S(=O)(=O)c2c(C)noc2C)cc1,100,0,-1,-2,102,-8,-6,23,-4,-27,98
Cc1nn(Cc2ccccc2)c(C)c1NC(=O)c1cc(-c2ccco2)on1,108,-1,-2,-6,106,-13,-7,26,-8,-10,108
Nc1nc(NC(=O)c2cccc(S(=O)(=O)N3CCCCCC3)c2)nc(-c2ccccc2)n1,103,-3,-2,-4,104,-1,0,16,-3,2,105
Cn1nnnc1SCC(=O)Nc1ccc(Oc2ccc(Cl)cc2)cc1,102,-6,-1,-6,101,-19,-8,35,-11,0,99
COc1cc([N+](=O)[O-])ccc1NC(=O)/C=C\C(=O)O,107,3,0,0,103,-9,-6,16,-6,17,?
CCN(CC)S(=O)(=O)c1cccc(C(=O)NCC2CCCO2)c1 (stereo not drawn),101,-2,0,2,105,-12,-12,30,-11,4,102
CC(C)(C)C(=O)Cn1ncc(Cl)c(Cl)c1=O,101,-1,0,0,101,-5,-6,14,-4,4,102
COc1ccc(CN2C(=O)c3cccnc3C2O)cc1 (stereo not drawn),103,0,-1,-1,101,-2,-1,26,-2,92*,103
CCCCc1nc(NCCO)c(C#N)c2c1CCCC2,98,-2,-2,-2,98,4,-1,16,-1,5,?
Cc1[nH]c2ccccc2c1[C@H]1[C@@H](CC#N)C1(C)C,100,-7,-3,-9,101,-10,-7,31,-12,-19,98
O=C(CN1C(=O)c2ccccc2C1=O)N1CCN(c2nnc(-c3ccccc3)c3ccccc23)CC1,97,-3,-2,-5,99,-10,-9,21,-11,-9,100

# The last 6 records of the section above are carried over, then new ones follow.
SMILES,RGS4-Gao reg,Mcl-1 Bim block,Bcl-W Bim block,Bcl-XL Bim block,RGS8-Gao reg,Bim-Bfl-1,Bcl-B Bim block,GSH fluor,Bim-Bcl-2,Mcl1-Bid inh,RGS7-Gao reg
CCN(CC)S(=O)(=O)c1cccc(C(=O)NCC2CCCO2)c1 (stereo not drawn),101,-2,0,2,105,-12,-12,30,-11,4,102
CC(C)(C)C(=O)Cn1ncc(Cl)c(Cl)c1=O,101,-1,0,0,101,-5,-6,14,-4,4,102
COc1ccc(CN2C(=O)c3cccnc3C2O)cc1 (stereo not drawn),103,0,-1,-1,101,-2,-1,26,-2,92*,103
CCCCc1nc(NCCO)c(C#N)c2c1CCCC2,98,-2,-2,-2,98,4,-1,16,-1,5,?
Cc1[nH]c2ccccc2c1[C@H]1[C@@H](CC#N)C1(C)C,100,-7,-3,-9,101,-10,-7,31,-12,-19,98
O=C(CN1C(=O)c2ccccc2C1=O)N1CCN(c2nnc(-c3ccccc3)c3ccccc23)CC1,97,-3,-2,-5,99,-10,-9,21,-11,-9,100
C=CCN(c1ccc(C(=O)NC(C)C)cc1)S(C)(=O)=O,99,-1,1,3,89,2,0,63,1,-12,93
CC(=O)N1CCN(S(=O)(=O)c2ccc(C)cc2)C1C(C)C (stereo not drawn),105,3,4,-3,103,-4,-3,6,0,-16,110
CN1CCN(C(=O)Nc2cccc3ccccc23)CC1,99,-2,-3,-3,98,-4,-5,12,-6,-10,97
CCS(=O)(=O)Nc1ccc(C2=NN(S(C)(=O)=O)C(c3cccs3)C2)cc1 (stereo not drawn),94,-3,-5,-2,97,0,-3,70,0,3,97
CC1CC(C)(C)NC(=S)N1CC(=O)NCc1ccccc1Cl (stereo not drawn),99,-4,4,0,92,7,1,8,-1,-58,98
Cc1ccc(C)c(N2N=C(C(=O)Nc3nccs3)CCC2=O)c1,103,2,0,0,103,-2,-3,25,1,-18,100
O=C(CCC(=O)Nc1ccccc1Cl)NNC(=O)c1ccccc1[N+](=O)[O-],104,2,2,0,101,-5,0,16,-2,-1,101
Cc1cc(C)nc(N2CCCC(C(=O)Nc3nnc(C(C)C)s3)C2)n1 (stereo not drawn),100,0,0,-5,100,0,-3,20,1,1,101
COc1ccc(/C=C/C(=O)Nc2cc(F)ccc2C)cc1S(=O)(=O)N1CCOCC1,102,-3,-3,-3,105,-11,-10,10,-2,-1,99
Cc1ccc2nc(-c3cccc(S(=O)(=O)N(C)C)c3)cn2c1,103,-1,0,0,100,0,-1,13,0,-63,106
O=C(O)CCCNS(=O)(=O)c1ccc(Br)s1,101,-1,0,1,101,0,-2,22,-4,1,102
O=C(NNC(=O)c1cccnc1)Nc1cccc2ccccc12,101,-1,-3,-2,101,-2,-3,6,0,-47,101
CC1=CC(c2ccccc2)NC(=S)N1 (stereo not drawn),101,-6,1,-4,83,6,-22,5,0,-29,115
C/C(=N\NC(=O)c1c(Cl)c(C)nn1C)c1cccc(NC(=O)COc2ccc(Cl)cc2)c1,103,1,1,-1,99,-10,-2,65,-6,-7,98
C/C(=N\N1CCN(C2c3ccccc3-c3ccccc32)CC1)c1cccnc1,98,-1,-2,-4,99,-3,-8,23,0,5,101
Fc1ccc(N2CCN(c3ccc4c(C(F)(F)F)cc(C(F)(F)F)nc4n3)CC2)cc1,117,-1,2,-3,100,-12,-4,15,-3,-11,133
O=C(NCc1nc(-c2ccccc2)no1)c1cccs1,97,0,-1,-3,98,-7,-7,16,-9,-31,101
O=C(NC(=S)Nc1ccc2c(c1)OCO2)c1ccc(Cl)cc1,105,-2,1,-1,112,2,-3,6,-2,-32,101
COc1cc(SC)ccc1C(=O)Nc1nc(C)cs1,96,3,-1,-2,95,-2,0,12,-1,-17,98
CC(C)CCNC(=O)CNC(=S)N(CCCN1CCOCC1)Cc1cccs1,102,0,-1,-4,106,-13,-5,14,-5,-30,101
CC(C)c1nc(CNC(=O)CCc2nnc(-c3ccsc3)o2)cs1,97,0,1,0,103,-1,0,21,-1,-11,99
CCn1c2ccccc2c2cc(NC(=O)COC(=O)c3cc(S(N)(=O)=O)c(Cl)cc3Cl)ccc21,103,0,1,0,107,-3,-1,28,-2,-43,102
O=C(Nc1ccc(S(=O)(=O)NCc2ccco2)cc1)C1CCCCC1,97,1,-2,-3,99,-6,-4,19,-10,-39,98
CCC(C)NC(=O)COC(=O)Cc1sc(N)nc1-c1ccc(C)cc1 (stereo not drawn),100,-7,-5,-7,100,0,-7,10,0,-20,102
Cc1ccccc1Cn1cc(NC(=O)c2nc3ncccn3n2)cn1,112,-8,-9,-3,116,-6,-7,6,-1,5,110
Cc1nnc(SCC(=O)NC(C)(C)C)n1NCc1ccc(Cl)cc1,101,2,-3,-2,104,-8,-4,13,-3,-20,102
CCc1ccc(-c2cc(C(=O)Nc3c(C)n(C)n(-c4ccccc4)c3=O)c3ccccc3n2)s1,96,-4,-3,-4,99,2,-13,19,3,-1,98
CCOC(=O)CNC(=O)c1ccc(OCC(F)(F)F)cc1,100,1,0,0,102,-3,-2,10,0,10,?
CCOc1ccccc1-n1nnnc1SCC(=O)Nc1cc(C)on1,101,0,2,0,103,0,2,21,0,-2,97
COc1cc(NC(=S)NCc2ccc(S(N)(=O)=O)cc2)cc(OC)c1,103,-6,-10,-14,102,2,-38,19,-7,-38,98
Cc1ccc(-c2nc3ccccc3s2)cc1NC(=S)NC(=O)c1cccc2ccccc12,98,-6,-7,-10,100,-8,-15,8,-12,6,97
C/C=C/c1ccc(OC(C)=O)c(OC)c1,98,-2,-1,-2,101,-1,-6,17,-1,-19,98
O=C(NC(=S)Nc1ccccc1N1CCOCC1)c1sc2ccccc2c1Cl,99,-1,-3,-6,99,-13,-7,17,-6,-19,98
Cc1ccc(C(=O)N(Cc2ccc3c(c2)OCO3)Cc2nc3ccccc3c(=O)[nH]2)cc1,102,2,0,0,102,0,2,14,-1,-7,103
CCOC(=O)c1cnc(-n2nc(C)cc2C)nc1NNc1cc(-c2ccccc2)nc(C)n1,102,-2,-1,-9,103,2,-10,8,4,-44,101
CCCn1nnnc1SCC(=O)Nc1ccc(F)cc1,97,0,-2,-5,99,-3,-2,10,-1,-8,89
COc1ccc(/C=c2\s/c(=C/C(=O)c3ccc(C)cc3)[nH]c2=O)c(OC)c1,97,0,0,-4,101,7,-17,14,-5,-21,98
N#CC1=C(S)N(c2ccc(F)cc2)C(c2cccs2)NC1=O (stereo not drawn),102,3,0,-1,104,0,0,16,1,-14,99
Cc1ccc(C)c(-n2nnnc2SCC(=O)NNC(=O)c2ccco2)c1,101,-3,-2,0,102,5,8,19,3,9,104
O=C(C[n+]1cc(-c2ccc(Cl)c(Cl)c2)n2c1CCC2)N1c2ccccc2Sc2ccccc21,100,-1,-4,-6,100,-7,-17,18,1,-8,99
COc1cc(Cn2c(-c3nonc3N)nc3ccccc32)ccc1C,101,-5,-2,-16,99,-15,-12,35,-9,-9,100
CCOC(=O)COc1ccc(S(=O)(=O)NCC2CCCO2)cc1 (stereo not drawn),97,-5,-3,-2,102,-2,-5,22,-1,-2,95
Cc1cc(C(=O)N2CCN(C(=O)C3CCCO3)CC2)no1 (stereo not drawn),104,-6,-4,-7,104,-11,-8,30,-10,0,99
O=C1NC(CCc2ccccc2)C(=O)N1Cc1ccc(Br)cc1 (stereo not drawn),98,-1,-2,-4,101,-7,-2,16,-1,-34,?
CSc1nc2ccccc2cc1/C=C(\C#N)c1ccccc1,100,1,0,-3,101,-2,-2,7,-3,-12,97
COCCN=c1scc(C)n1/N=C/C1CC2C=CC1C2 (stereo not drawn),100,1,0,-1,100,-7,-8,14,0,-49,?
O=C(Nc1ccc(C(=O)O)cc1)/C(=C\c1ccc2c(c1)OCO2)NC(=O)c1ccccc1,100,0,2,-1,106,2,0,14,1,-7,96
COc1cccc(C(=O)Nc2ccc(NC(C)=O)cc2)c1,100,0,-3,-2,100,-3,-2,14,-5,-25,99
NC(=O)CSc1nnc(-c2cc(-c3ccc(Cl)cc3)nc3ccccc23)o1,106,3,6,1,103,-4,0,16,-2,-14,113
